# human PMI inhibitors = human PMI inhibitors, high substrate, primary screen, biochemical, fluorescence intensity, high mannose 6-phosphate (AID 1220) | 190,000 tested, 0.66% active | inhibition, % at 20 µM; hits with a dose series show IC50 in µM | recombinant PMI enzyme, coupled fluorescence intensity; higher % means a stronger effect
# TNAP activation fold = stimulation of alkaline phosphatase TNAP activity – biochemical, luminescent, no phosphate acceptor, uHTS, primary screen (AID 1001); purified TNAP, luminescent activation assay, no phosphate acceptor; higher activation fold means a stronger effect; one-dose activation fold at 20 µM; EC50 in µM for titrated hits; 200,000 tested, 0.03% active; in the data active means activation fold from about 3, or a potency from the dose series; inactive means the rest, 99 in 100 with activation fold below about 1.6; further: many of its hits are not listed in these tables
# PMI inhibitors = MPI enzyme activity inhibition – biochemical, fluorescence intensity, coupled assay, primary screen (AID 1209); purified PMI enzyme, coupled fluorescence intensity; higher % means a stronger effect; inhibition, % at 20 µM; hits with a dose series show IC50 in µM; 190,000 tested, 0.42% active;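 further: plate controls were DMSO vehicle for no effect and wells lacking substrate for full effect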
# WT yeast gro inh = growth inhibition of WT yeast, mitochondrial fusion screen. mitochondrial fusion phenotypic screen, WT strain. inhibition, % at 10 µM. 190,000 tested, 2.1% active. AID 1362; in the data active means inhibition above about 58%; tested in S. cerevisiae
# P. falciparum M17LAP = P. falciparum M17LAP inhibitors, primary screen, biochemical, fluorogenic H-Leu-NHMec substrate, 1536-well (AID 1619); 220,000 tested, 0.38% active; one-dose inhibition, % at 30 µM; IC50 in µM for titrated hits; recombinant M17LAP, H-Leu-NHMec fluorogenic kinetic assay; higher % means a stronger effect;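 active means compound inhibiting the enzyme by more than half at any dose during confirmatory dose-response retesting; inconclusive means strong single-dose inhibitors picked by rank but not retested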;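 further: plate controls were full reaction with DMSO carrier for no effect and no enzyme background for full effect; strong numbers were not always called active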
# XIAP displacement = XIAP antagonists, biochemical, IAP family, fluorescence polarization (AID 1018). XIAP BIR domain, fluorescence polarization peptide displacement; higher % means a stronger effect. one-dose displacement, % at 20 µM; IC50 in µM for titrated hits. 200,000 tested, 0.007% active; in the data active means displacement above about 50%; further: a part of the inactive calls stands beside numbers as strong as those of hits
# LYP inhibition = inhibitors of LYP phosphatase, biochemical, fluorescence intensity, uHTS (AID 1779) | recombinant LYP phosphatase, fluorescence intensity; higher % means a stronger effect | inhibition, % at 11.5 µM, or IC50 in µM where a hit was titrated | 290,000 tested, 0.054% active;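 further: plate controls were vehicle with enzyme for no effect and no enzyme for full effect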
# Yfh1-depleted yeast = enhancers of respiration in Yfh1-depleted yeast, dose response, Friedreich's ataxia, plus single-dose screen (AID 1465); 220,000 tested, 0.074% active; S. cerevisiae Yfh1-off respiration, WST-1 reduction, 72 h; higher fold induction means a stronger effect; fold induction at 50 µM; hits with a dose series show EC50 in µM;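 active means fold induction of absorbance versus untreated yeast above a set limit, then at least 30% activation at any dose in follow-up; inconclusive means repeats straddling the limit, or above it without dose testing; inactive means fold induction below the set limit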;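 further: activators that raise dye reduction in frataxin-depleted yeast; strong numbers were not always called active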
# M1AAP inhibition = P. falciparum M1AAP inhibitors, biochemical, fluorogenic H-Leu-NHMec substrate, 1536-well (AID 1445); recombinant M1AAP, H-Leu-NHMec fluorogenic kinetic assay; higher % means a stronger effect; one-dose inhibition, % at 30 µM; IC50 in µM for titrated hits; 220,000 tested, 0.42% active;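 active means primary inhibition above the hit cutoff, then over 50% inhibition at one or more dose response concentrations, cut at about 23% in these data, passing the limit was not always enough; inconclusive means conflicting primary data, or primary hits not chosen for dose response; inactive means low primary inhibition, or under 50% at every dose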;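 further: plate controls were DMSO full reaction for no effect and no enzyme background for full effect; strong numbers were not always called active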
# WT yeast gro inh mutant strain = further read-out of WT yeast gro inh, marked with its call; inhibition, %; mitochondrial fusion phenotypic screen, mutant strain inhibition
# * hit, by the source's call; i = inactive; u = inconclusive; x = not tested or not shown. Unless noted, no stated cut-off is given here; in the data, active means inhibition above about 50%; inactive means the rest.
SMILES,human PMI inhibitors,TNAP activation fold,PMI inhibitors,WT yeast gro inh,WT yeast gro inh mutant strain,P. falciparum M17LAP,XIAP displacement,LYP inhibition,Yfh1-depleted yeast,M1AAP inhibition
CCOC(=O)N1CCN(C(=O)c2cnsn2)CC1,-1%,1.2,2%,-19,-16,-13%,1.9%,-6%,x,7%
O=C(O)CNC(=O)CC12CC3CC(CC(C3)C1)C2,5%,1.1,9%,8,-2,-2%,-3.4%,-6%,i,-2%
OCCCc1nc2n(n1)C(c1cccs1)C=C(c1ccccc1)N2 (stereo not given),4%,1,-11%,7,-8,-16%,-1.9%,-9%,i,8%
CCc1cc2c(=O)[nH]c(Cc3ccc(Cl)cc3)nc2s1,-4%,1.1,-3%,1,-4,-7%,0.5%,-7%,i,-5%
O=C(Nc1cccc(-c2nc3ccccc3s2)c1)c1cc(=O)c2ccccc2o1,3%,1,11%,-40,-30,-2%,-5.0%,-10%,i,8%
Cc1ccc2oc(=O)c3cnn(CC(=O)NC4CCC(C)CC4)c3c2c1 (stereo not given),-1%,1.2,-4%,14,-1,-12%,-7.5%,-10%,i,0%
Cc1nc(NC(=O)CC(C)C)sc1-c1csc(Nc2ccc(Cl)cc2Cl)n1,26%,1,40%,0,4,26%,-3.9%,-1%,i,10%
CC(=O)Nc1ccc(/C=C2\Sc3ccccc3C2=O)cc1,x,x,x,x,x,5%,x,-8%,i,1%
CCC(C(=O)c1ccccc1)N(C(=O)c1ccccc1Cl)N1C(=O)C2C3C=CC(C3)C2C1=O (stereo not given),9%,1.1,4%,9,-11,0%,-4.8%,4%,x,3%
Cc1cccc(/N=C/c2nc(-c3ccccc3Br)oc2O)n1,7%,1,9%,7,-4,16%,0.4%,-2%,i,4%
Cn1nnnc1SCC(=O)NC(=O)NCc1ccccc1,-13%,1.1,-7%,7,-7,1%,4.8%,0%,i,0%
COc1cccc(C(=O)Cn2c(=O)n(CCC(=O)NCC3CCCO3)c(=O)c3cc(OC)c(OC)cc32)c1 (stereo not given),3%,1.1,-4%,12,-3,-7%,0.2%,-3%,i,-2%
COc1ccc(Cl)cc1N(C(=O)Nc1cccc(Cl)c1)C1=NCC(C)S1 (stereo not given),2%,1,5%,3,8,6%,0.5%,-3%,i,-2%
O=C(COc1ccc(Cl)cc1Cl)Nn1c(=S)[nH]c2ncccc2c1=O,16%,1,15%,-15,-23,19%,-3.1%,0%,i,11%
O=C1OC(=O)C2C1[C@@H]1CC[C@H]2O1 (stereo not given in full),-20%,1.1,-16%,-5,-30,-2%,-4.5%,-7%,i,-3%

# Grouped by structure, the compounds so far with an aryl methoxy group (two)
SMILES,human PMI inhibitors,TNAP activation fold,PMI inhibitors,WT yeast gro inh,WT yeast gro inh mutant strain,P. falciparum M17LAP,XIAP displacement,LYP inhibition,Yfh1-depleted yeast,M1AAP inhibition
COc1cccc(C(=O)Cn2c(=O)n(CCC(=O)NCC3CCCO3)c(=O)c3cc(OC)c(OC)cc32)c1 (stereo not given),3%,1.1,-4%,12,-3,-7%,0.2%,-3%,i,-2%
COc1ccc(Cl)cc1N(C(=O)Nc1cccc(Cl)c1)C1=NCC(C)S1 (stereo not given),2%,1,5%,3,8,6%,0.5%,-3%,i,-2%

# Next section.
SMILES,human PMI inhibitors,TNAP activation fold,PMI inhibitors,WT yeast gro inh,WT yeast gro inh mutant strain,P. falciparum M17LAP,XIAP displacement,LYP inhibition,Yfh1-depleted yeast,M1AAP inhibition
Brc1ccc(-c2nc3ncccn3c2NC2CCCCC2)o1,-18%,1.1,-5%,9,12,6%,-4.4%,-3%,i,18%
Cc1ccc(S(=O)(=O)Cc2ccc(C(=O)NCc3cccs3)o2)cc1,2%,1,8%,-9,0,3%,-6.8%,-11%,i,-1%
Nc1nc(CSC(=S)N2CCCCC2)nc(Nc2ccccc2)n1,19%,1.1,14%,15,-51,-3%,-14%,-3%,i,-8%
O=c1c2ccccc2nnn1COc1cccc2ccccc12,24%,1,4%,13,18,-6%,-9.2%,5%,i,-1%
O=C(CSc1ccc(Cl)cc1)N1CCN(c2c(Cl)cccc2[N+](=O)[O-])CC1,31%,1.1,28%,6,-6,-4%,-1.8%,6%,i,9%
CC(C(=O)Nc1cccc([N+](=O)[O-])c1)N(c1ccccc1)S(C)(=O)=O (stereo not given),-7%,1,-8%,-3,-1,3%,-6.3%,-2%,i,1%
CSC(=NC#N)N1CCN(c2ccccn2)CC1,-2%,1.1,-2%,4,2,-1%,-9.6%,1%,i,1%
CCOc1cc(C(=O)N2CCOCC2)ccc1OCc1ccccc1,0%,1.1,5%,-4,-4,17%,0.3%,-4%,i,4%
CCCNC(=O)c1noc2c1CCc1ccccc1-2,6%,1,0%,14,-5,-1%,-5.8%,-6%,i,-2%
FC(F)Oc1ccc(NC(=S)NCc2cccnc2)cc1,10%,1.1,8%,-6,-1,0%,-2.5%,-2%,i,-2%
O=C(CSc1nnnn1Cc1ccccc1)c1ccc(F)cc1,x,x,x,x,x,5%,x,-3%,i,1%
Fc1ccc(CNc2ccc(CNc3ncn[nH]3)cc2)cc1,16%,1.4,7%,-10,-21,25%,-3.1%,-5%,i,7%
NC(=O)C1CCN(c2nc(C3CC3)nc3c2nnn3Cc2ccccc2Cl)CC1,-9%,1.1,2%,5,0,0%,-3.7%,-6%,i,3%
CC12CCC(c3c(CO)nn(-c4ccccc4)c31)C2(C)C (stereo not given),8%,1.1,20%,-13,-2,17%,-2.7%,-6%,i,4%
CCCCN(C(=O)COc1ccc(NC(C)=O)cc1)C1CCS(=O)(=O)C1 (stereo not given),2%,1,6%,8,5,1%,-8.5%,-4%,i,1%
COc1ccc(C(=O)NNC(=S)NC(=O)c2ccccc2[N+](=O)[O-])cc1,-15%,1.5,-12%,-15,-27,23%,-5.8%,-4%,i,-7%
Cn1c2c(c(=O)n(C)c1=O)C(C(F)(F)F)(C(F)(F)F)N=C(CCC1CCCCC1)N2,3%,1,1%,35,32,-8%,-5.7%,-3%,i,3%
Cc1cccc(CSc2nc3ccncc3n2CC(=O)Nc2ccc(C)c(C)c2)c1,-9%,1,-2%,-24,-4,-12%,-3.0%,6%,i,2%
O=C(COC(=O)c1cc2ccccc2oc1=O)c1cccc([N+](=O)[O-])c1,10%,1.1,24%,-6,0,-5%,-7.2%,-12%,i,1%
O=C(NCCN1CCOCC1)c1cnn2c(-c3ccccc3)cc(-c3ccccc3)nc12,-10%,1.1,-10%,-14,1,-7%,-5.0%,-3%,i,13%
CCOc1cc(CNc2ccc(N3CCCCC3)cc2)cc(Br)c1OCC(=O)NC(C)(C)C,37%,1.1,32%,65*,32*,8%,1.3%,8%,i,3%
COc1ccc(N(C2CSC2)S(=O)(=O)c2ccccc2)cc1,-1%,1.1,4%,6,18,-8%,-3.6%,4%,i,0%
O=C1NC(=S)N/C1=C/C=C/c1ccccc1,1%,1.1,-3%,0,-22,-18%,-3.9%,-2%,i,6%
CC1CN(c2ccc([N+](=O)[O-])nc2)CC(C)O1 (stereo not given),9%,0.9,-10%,2,-12,23%,-3.8%,5%,i,7%
COC(OC)C(C)NC(=O)NC(=O)c1ccccc1Cl (stereo not given),x,x,x,x,x,-2%,x,-5%,i,13%
COC(=O)c1sc2nc(C)nc(SCC(=O)N3CCC(C(=O)O)CC3)c2c1C,-18%,1.1,-30%,-14,-1,10%,-3.5%,-5%,i,8%
Cc1ccccc1N1CCN(C(=S)c2ccccc2)CC1,6%,1,8%,53,48,3%,-1.6%,-4%,i,4%
c1ccc2nc3ccccc3nc2c1,-60%,0.9,-61%,-11,9,1%,-17%,3%,u,12%
CCN(CC)CCN1C(=O)C(=O)/C(=C(/O)c2ccncc2)C1c1ccccc1 (stereo not given),4%,1.1,-6%,-22,9,45%,-5.8%,-1%,i,2%
O=c1c2ccccc2nnn1Cc1nnc(-c2ccccc2Br)o1,-7%,1.1,6%,x,x,14%,-5.0%,-6%,i,-1%
CC1(C)Cc2c(cnn2-c2ccccc2)-c2c1c1ccccc1n2CC(O)CBr (stereo not given),20%,1,16%,18,82,9%,-6.9%,0%,i,5%
O=C(CSc1nnc(CN2CCOCC2)n1-c1ccc(Cl)cc1)Nc1cc(Cl)ccc1O,10%,1,17%,19,15,10%,-7.2%,-3%,i,-1%
O=C(CSCc1c(Cl)cccc1Cl)Nc1ccccc1C(=O)N1CCOCC1,-4%,1.1,3%,20,12,6%,-5.6%,-5%,i,1%
CCOn1c(=O)c(-c2ccc(Cl)cc2)[n+]([O-])c2ccccc21,1%,1,6%,-1,-4,-9%,-6.2%,-6%,i,13%
S=C(NCc1ccccc1)NNc1nc2ccccc2[nH]1,4%,2.2,18%,7,17,50%,-22%,-3%,i,-7%
COc1ccccc1OCCNc1cc(N2CCCCC2)ccc1[N+](=O)[O-],2%,0.7,7%,11,-8,-13%,-2.5%,5%,i,5%
CCN(Cc1ccccc1)C(=O)CN1C(=S)NC(C)(C)CC1C (stereo not given),-11%,1.1,-1%,8,-7,5%,-3.5%,-10%,i,-4%
O=C1C=C(NNC(=O)c2cccnc2)CC(c2ccco2)C1 (stereo not given),6%,1.1,-4%,-11,-7,14%,-3.6%,-7%,i,10%
CCN(CC)S(=O)(=O)c1ccc(NS(=O)(=O)c2ccc(O)c([N+](=O)[O-])c2)cc1,-1%,1.1,9%,-2,-2,-28%,-3.7%,-2%,i,4%
CN(C)c1cccc2c1c(NC(=O)Nc1ccc(F)cc1F)nn2C,x,x,x,x,x,-2%,x,0%,i,2%
CCOc1ccc(-n2c(Cc3cc(=O)[nH]c(=O)[nH]3)nnc2SC(C)C(=O)OC)cc1 (stereo not given),-3%,1.1,-4%,17,6,-4%,1.3%,-10%,x,-8%
Nc1cc(-c2ccccc2)nn1Cc1ccccc1,11%,1.1,13%,-7,-1,2%,-4.4%,-6%,i,34%
Cc1ccc(C)c(NC(=S)NNC(=O)c2csc(C(C)C)c2)c1,-10%,1.9,-7%,4,-31,-1%,-8.9%,-3%,i,-19%
CCOC(=O)CSC(C)C(=O)Nc1nnc(C(C)C)s1 (stereo not given),-7%,1.1,-5%,7,12,38µM*,-6.4%,-5%,i,-4%
CSCc1c(C(=O)NC2CCCc3ccccc32)oc2ccccc12 (stereo not given),13%,1.1,15%,16,-7,-13%,-6.2%,2%,i,1%
O=C(Nc1cccc(C(=O)N2CCN(Cc3ccccc3)CC2)c1)c1ccccc1,1%,1,11%,7,0,7%,-8.6%,-7%,i,4%
NC(=O)c1cc2n(n1)C(C(F)(F)F)CC(c1ccco1)N2 (stereo not given),6%,1.1,13%,1,17,5%,-6.4%,1%,i,9%
CCCNC(=O)c1ccc2c(c1)C1C3CCC(C3)C1C(c1ccccc1)N2 (stereo not given),11%,1.2,17%,62*,24*,8%,-4.1%,5%,i,6%
COc1ccc(S(=O)(=O)Nc2cccc(N(C)S(C)(=O)=O)c2)cc1Br,8%,1.1,14%,-5,-3,6%,-5.6%,-5%,i,8%

# Screening data deposited in PubChem BioAssay by several laboratories.
